Giardia FBPA inh: blocks Giardia fructose-bisphosphate aldolase activity. AID 2451. Potency, µM (top dose mostly 59.6 µM), inactives show at the highest dose activity, negative = inhibition, actives largely listed as inhibitors. purified Giardia FBPA. A8B2U2. 290,000 compounds, 0.71% hits; note: potency is the fitted concentration of half-maximal effect; nearly all actives have a fitted effect of over 55% in size
Target sequence (A8B2U2 whole entry, looked up): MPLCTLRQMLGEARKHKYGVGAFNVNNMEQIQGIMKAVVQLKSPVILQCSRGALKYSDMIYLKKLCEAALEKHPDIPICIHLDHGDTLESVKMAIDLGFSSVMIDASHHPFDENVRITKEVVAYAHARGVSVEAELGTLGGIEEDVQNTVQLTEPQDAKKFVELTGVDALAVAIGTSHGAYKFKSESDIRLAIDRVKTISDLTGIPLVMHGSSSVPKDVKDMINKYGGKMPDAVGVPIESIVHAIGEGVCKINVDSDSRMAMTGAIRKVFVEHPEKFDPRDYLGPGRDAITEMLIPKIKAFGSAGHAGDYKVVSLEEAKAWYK
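Giardia FBPA (40 nM reagent) was preincubated 10 min at RT with compound (up to 57.5 uM final), then substrate plus GAPDH/TPI/NAD/arsenate coupling system with diaphorase/resazurin was added; resorufin fluorescence (525/598 nm) was read after 20 min.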
AMA1-RON2 inh: inhibitors of Plasmodium falciparum AMA1-RON2 interaction; AlphaScreen AMA1-biotinylated RON2 peptide binding; Potency, µM (top dose mostly 58.2 µM), inactives show top-dose activity change, negative = inhibition, most hits filed as inhibitors; 360,000 compounds, 0.2% hits; AID 720542;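 note: potency is the fitted concentration of half-maximal effect; 0% = vehicle wells and -100% = peptide control; nearly all actives have a fitted effect of over 45% in size; some results filed as inactive show a strong effect at the top dose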
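AMA1 (3D7) with his tag at 25 nM final met compounds first, then biotinylated RON2 peptide at 25 nM; detection used donor plus acceptor beads, 10 µg/mL apiece, read by AlphaScreen after 30 min at room temperature.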
HCV inhibitor: blocks hepatitis C virus. AID 651820. Huh7.5.1 HCVcc-Cre infection, luciferase reporter, 44 h. 340,000 compounds, 3.4% hits. Potency, µM (highest dose often 41.8 µM), for inactives: top-dose activity change, negative = inhibition, most hits filed as inhibitors; note: potency is the fitted concentration of half-maximal effect
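Cells seeded at 1,000/well and cultured 4 h, then compounds added followed by HCVcc-Cre virus (~0.5 moi). After 44 h further culture, luciferase substrate was added, plates held 15 min at room temperature, and luminescence read for 15 sec.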
HCMV inh: inhibitors of human cytomegalovirus; HFF cells, HCMV-luciferase reporter, 72 h; stronger effect = lower value; activity change, negative = inhibition, % at 57.5 µM; 410,000 compounds, 4.5% hits; in the data active = activity change below about -60%; inconclusive = no clear call, values can overlap the other calls; inactive = above about -39%
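Compounds were evaluated in HFFs infected with an HCMV luciferase reporter virus (MOI 1 PFU/cell). Luciferase in lysates collected 72 h post infection served as the replication measure.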
AmpC inh detg: blocks E. coli AmpC beta-lactamase in detergent assay; P00811; AmpC hydrolysis of nitrocefin, absorbance 480 nm, 0.01% Triton; Potency, µM (top dose mostly 114 µM), without a hit: at the highest dose activity change, negative = inhibition, usual class: inhibitors; 370,000 compounds, 0.041% hits; AID 485294;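 note: potency is the fitted concentration of half-maximal effect; 0% = no-compound wells and -100% = no-enzyme wells; nearly all actives have a fitted effect of over 25% in size; some results filed as inactive show a strong effect at the top dose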
Target sequence (P00811 whole entry, looked up): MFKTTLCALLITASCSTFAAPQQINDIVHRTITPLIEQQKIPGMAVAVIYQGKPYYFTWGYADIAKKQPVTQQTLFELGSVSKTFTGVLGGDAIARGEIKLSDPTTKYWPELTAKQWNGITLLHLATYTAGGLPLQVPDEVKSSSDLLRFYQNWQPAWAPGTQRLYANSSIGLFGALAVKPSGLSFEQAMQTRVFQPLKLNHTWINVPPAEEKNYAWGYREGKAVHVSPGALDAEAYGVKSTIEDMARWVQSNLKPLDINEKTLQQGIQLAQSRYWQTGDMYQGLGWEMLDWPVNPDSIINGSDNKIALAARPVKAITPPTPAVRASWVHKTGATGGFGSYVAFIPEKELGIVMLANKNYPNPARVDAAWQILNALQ
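20 mM phosphate pH 7.0 + 0.01% (detergent screen) or 0.0001% Triton X-100; 5.3 nM AmpC reagent; cpd preinc 15 min RT; nitrocefin (800 uM stock) to start; A480 q20 s × 4 min; Activity was normalised to no-enzyme and no-compound control wells.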
Sm TGR inh: blocks Schistosoma mansoni thioredoxin glutathione reductase; 360,000 compounds, 3% hits; Potency, µM (top dose mostly 114 µM), for the others: top-dose activity change, negative = inhibition, most hits filed as inhibitors; Q962Y6; purified TGR, DTNB reduction, TNB absorbance 405 nm; AID 485364; note: potency is the fitted concentration of half-maximal effect; nearly all actives have a fitted effect of over 60% in size
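TGR 20 nM + NADPH 100 uM (dispensed conc.), cpd preinc 15 min RT; start with NADPH (500 uM addition) then DTNB (15 mM addition). Kinetic TNB absorbance, 405 nm filter. Four-parameter Hill fit across titration.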
Starred values were filed as active, the others as inactive; ? = inconclusive; / = no result given; & = joins results of further samples; [ ] = dose if it differs, or a comment. Unless noted, calls come from the whole dose curve; as a rule, active = well fitted curve in the direction sought with a large enough effect; inconclusive = small, poorly fitted or top-dose-only effect, or another doubt; inactive = no such curve, though single readings can be large; an effect the other way counts as inactive or inconclusive. Unless noted, % is set by controls: 0 for no effect and ±100 for the full control effect.

Every second line gives: AMA1-RON2 inh	HCV inhibitor	AmpC inh detg	HCMV inh	Sm TGR inh	Giardia FBPA inh
> CCOC(=O)c1nnc(-c2ccccc2)nc1N1CCSCC1
    -1%	?	4%	?	/	4%
> COc1ccccc1N1CC(C(=O)Nc2ccc(C)c(S(=O)(=O)N3CCOCC3)c2)CC1=O (centres undefined)
    2%	?	/	-3	/	/
> CCc1nnc(NS(=O)(=O)c2ccc(NC(=O)c3cccc([N+](=O)[O-])c3)cc2)s1
    4%	13%	9%	29	7%	-17%
> CN1CCN(C(=O)c2cc3nc(-c4ccccc4)cc(-c4ccccc4)n3n2)CC1
    6%	11µM*	0%	-2	1%	8%
> CCc1ccc(CN2CCCC(C(=O)N3CCCCC3)C2)cc1 (centres undefined)
    -16%	?	-6%	29	3%	-27%
> O=C(Cn1c(-c2cccs2)cc2ccccc21)NCc1ccccc1Br
    /	/	?	-34	-9%	/
> Cc1ccc(C)c(NC(=O)C(=O)NCCc2csc3nc(-c4ccccc4C)nn23)c1
    /	/	3%	-68*	3%	/
> Cc1sc(N(C(=O)CCc2ccccc2)c2ccc(C(=O)O)cc2)nc1-c1ccccc1
    -7%	13%	-3%	13	-10%	14%
> Cc1ccc(CS(=O)(=O)CCC(=O)NCCCN2CCCC2=O)cc1
    20%	1%	-2%	10	2%	3%
> Cc1cccc(-n2c(O)c(/C=N/NC(=O)c3ccncc3)c(=O)[nH]c2=O)c1
    30%[activator]	22%	-4%	45	?	3%
> O=C(O)c1ccccc1NS(=O)(=O)c1ccc(N/N=C/c2cccc(O)c2O)c([N+](=O)[O-])c1
    -13%	10%	/	-14	/	/
> C/C(=N\N=C\c1ccccc1)c1nnn(-c2nonc2N)c1C
    -6%	-7%	2%	-19	-7%	4%
> O=C(CN(CC1CCCO1)C(=O)CCC(=O)Nc1nccs1)NCc1ccccc1 (centres undefined)
    -5%	31%[activator]	?	-4	-14%	7%
> COc1cc(OC)c(OC)cc1CN1CCc2ccccc2C1
    -4%	16%	-13%	-21	7%	-24%
> N/C(=N\OC(=O)c1ccccc1Cl)c1ccccn1
    30%	21%	-3%	25	1%	-1%
> CCOC(=O)C1C(c2ccccc2Cl)NC(=O)N(C)C1(O)C(F)(F)F (centres undefined)
    27%	-5%	-3%	1	-20%	3%
> Cc1noc(C)c1CSCC(=O)N(C)CC(=O)Nc1ccc(F)cc1
    21%	-28%	0%	-19	-9%	/
> COc1ccccc1N1CCN(C(=O)/C=C/c2ccccc2)CC1
    -10%	19%	?	-19	3%	2%
> O=C(Nc1nncs1)c1cc2c(s1)CCC2
    7%	13%	-2%	63	-12%	2%
> Cc1cc(C)n2nc(SCC(=O)Nc3ccc(F)cc3)nc2n1
    0%	3%	-18%	-11	0%	4%
> O=C(Cc1ccc(F)cc1)Nc1nc(-c2ccc(F)cc2)cs1
    11%	?	2%	-19	5%	-2%
> CCOC(=O)CC(C#N)c1c[nH]c2ccccc12 (centres undefined)
    24%	-5%	2%	42	2%	-3%
> Cc1cccc(N(CC(O)CN(C)C)S(=O)(=O)c2ccccc2)c1 (centres undefined)
    0%	0%	-3%	-26	-6%	5%
> Cc1ccc(OCCNC(=O)C(=O)NCc2ccco2)cc1
    -4%	-4%	?	-29	/	4%
> COc1cc(C(=O)Cc2nc3ccccc3n2C)cc(OC)c1OC
    58%[activator]	-21%	1%	-36	9%	13%
> CC1CCc2c(ccc3ccccc23)C1=O (centres undefined)
    29%	-4%	/	-30	/	/
> COc1ccc(CNC(=O)C2CCN(c3nccs3)CC2)cc1
    3%	8%	?	18	-10%	-1%
> CSC1=NC(C(Cl)(Cl)Cl)N=C(c2ccc(C)cc2)N1 (centres undefined)
    0%	?	?	-71*	-15%	-19%
> Brc1ccc(-c2nnc3sc(CN4CCCCC4)cn23)cc1
    /	/	1%	2	1%	/
> CN(C)CCCN(C(=O)COc1ccccc1)c1nc2c(Cl)cccc2s1
    -7%	?	-8%	0	-1%	0%
> O=C(NNC(=S)Nc1ccccc1C(F)(F)F)c1ccc(Br)o1
    94%[activator]	7%	4%	26	-10%	13%
> Fc1ccc(CN2CCCCCC2)c(F)c1
    -5%	4%	?	2	-8%	-11%
> CC1CCCN(C2=C(NS(=O)(=O)c3ccc(Br)cc3)C(=O)c3ccccc3C2=O)C1 (centres undefined)
    ?	5%	?	?	17%	?
> Cc1ccc(N(CC(=O)N2CCc3ccccc32)C2=NC(=O)CS2)cc1
    3%	6.3µM*	-15%	8	0%[11.4 µM]	9%
> O=c1cc(CN2CCN(c3ccccc3)CC2)c2cc(O)c(-c3ccccc3)cc2o1
    -6%	-1%	-8%	?	?	-2%
> Cc1ccc(Cn2nnc(C(=O)Nc3cccc(C)c3C)c2N)cc1
    -1%	?	-14%	35	0%	1%
> Cc1ccnc(SCCn2c(N(C)Cc3ccccc3)nc3c2c(=O)n(C)c(=O)n3C)n1
    -1%	-24%	/	17	/	/
> COc1cccc(C(=O)Nc2c3c(nn2-c2ccc(Cl)cc2)CS(=O)(=O)C3)c1OC
    -2%	-21%	-21%	?	-3%	22%
> O=C(c1cccc(C(F)(F)F)c1)C1CCCN(C(=O)CCc2cnccn2)C1 (centres undefined)
    3%	-9%	3%	?	0%	0%
> Cc1nc(N)c(Cc2ccccc2F)c(N)n1
    -2%	21%	?	-39	-8%	0%
> CN1CCN(C(=O)COc2ccc(N(C)S(=O)(=O)c3ccc(F)cc3)cc2)CC1
    -1%	1%	-5%	5	-6%	1%
> COc1ccc(/C=C/C(=O)c2ccc3ccccc3c2O)cc1CN1CCOCC1
    -19%	-20%	2%	-21	5%	-1%
> Cn1c(SCC(=O)Nc2ccc(Cl)cc2F)nnc1-c1ccco1
    -6%	-17%	-3%	-9	35µM*	-3%
> CCCCCCOC(=O)c1ccccc1NC(=O)/C=C/C(=O)O
    18%	4%	3%	22	45µM*	9%
> Cc1cccc(CNC(=O)C2CCN(S(=O)(=O)c3cccc4nonc34)CC2)c1
    /	/	10%	3	4%	/
> Brc1ccc(C2Nc3cccc4cccc(c34)N2)s1
    -16%	-7%	-8%	-40	20µM*	?
> CCOc1cc(/C=N/NC(=O)COc2ccccc2C)ccc1OC(=O)c1cccs1
    -1%	-6%	?	8	2%	-1%
> O=C(NC1CCCCC1)N1CCN(c2ccc(Cl)cc2)CC1
    -3%	?	?	-27	-7%	11%
> Cc1c(C)[n+](=O)c2c(n1[O-])CCCCC2
    -9%	16%	1%	30	-1%	-1%
> Cc1cc(NC(=O)c2ccc(NC(=O)CC(C)C)cc2)no1
    8%	-5%	-11%	4	9%	-3%
> CCCn1nc(C(=O)N2CCN(c3ccccn3)CC2)c2ccccc2c1=O
    -4%	-12%	/	-33	/	/
> COc1ccc(NC(=O)COc2cccc3c2CCN(Cc2cccnc2)C3=O)c(OC)c1
    0%	-22%	1%	?	-28%	/
> CC(C)=CC(=O)N1CCCc2ccccc21
    1%	10%	0%	-10	-5%	0%
> COc1cc2[nH]c(C(=O)NN)c(N)c2cc1OC
    /	/	-11%	/	10%	-15%
> CC(=O)c1ccc(N2CCN(C(=O)c3c(-c4ccccc4Cl)noc3C)CC2)cc1
    1%	-13%	6%	-5	-14%	/
> COc1ccc(C2c3c(oc4ccccc4c3=O)C(=O)N2c2ccccn2)cc1OC (centres undefined)
    -8%	7%	10%	3	7%	1%
> S=C(NCC1CCCO1)n1nnc2ccccc21 (centres undefined)
    -6%	10%	-13%	-9	-25%	-18%
> O=C(Cc1cccs1)N/N=C/c1ccccc1
    20%	-4%	0%	55	-4%	3%
> CCOC(=O)C1=C(N)Oc2cc(C)oc(=O)c2C12C(=O)N1c3c(cc(OC)cc32)C(C)=CC1(C)C (centres undefined)
    -7%	5%&-3%	2%	-7	?	-14%
> Nc1nc(-c2cccnc2)nn1C(=O)c1ccc(Cl)cc1
    1%	3%	7%	-20	5%	5%

(more compounds)
Every second line gives: AMA1-RON2 inh	HCV inhibitor	AmpC inh detg	HCMV inh	Sm TGR inh	Giardia FBPA inh
> O=C(Cn1c2ncccc2c(=O)n1-c1ccccc1)Nc1cccc(C(F)(F)F)c1
    /	/	-1%	-22	5%	/
> COc1ccc(C(=O)Nc2ccccc2C(=O)OCc2cc(=O)n3c4c(sc3n2)CCCC4)cc1
    /	/	-8%	-20	4%	/
> Cc1ccccc1/C(N)=N/OC(=O)/C=C/c1ccccc1
    4%	?	?	19	-2%	1%
> O=C(c1c(Cl)cccc1Cl)N1CCN(c2cccc3[nH]ccc23)CC1
    -15%	-28%	-4%	1	?	-19%
> CC(=O)c1cccc(NC(=O)C2CCN(S(C)(=O)=O)CC2)c1
    -2%	12%	-3%	44	23%	3%
> Cc1ccccc1Cn1ccn(-c2ccc(F)c(F)c2)c(=O)c1=O
    /	/	19%	-35	1%	/
> Cc1noc(C)c1C(=O)N1CCN(C(=O)c2sc3cc(Cl)ccc3c2Cl)CC1
    5%	?	?	-32	-1%	7%
> COc1ccc(Nc2nnc(-c3ccc(C)c(S(N)(=O)=O)c3)c3ccccc23)cc1
    /	/	-3%	?	-8%	/
> Cc1nc(-c2ccccn2)nc(SCC(=O)c2ccc(F)cc2)c1Cl
    85%[activator]	?	5%	?	7%	5%
> CN(Cc1ccccc1)C(=O)COC(=O)Cn1cnc2ccccc21
    -3%	17%	3%	31	-1%	-10%
> CCCCCCCCCC(=O)N[C@@H]1c2cc(OC)c(OC)cc2C[C@H]1O
    4%	-13%	/	-10	/	/
> CC[C@@](C)(NS(=O)(=O)OCC(Cl)(Cl)Cl)c1ccccc1
    8%	7%	?	?	7%	12%
> O=C(Nc1ccc2c(c1)OCCO2)C1CCCC1
    14%	-22%	1%	?	5%	/
> O=C(NC1CCS(=O)(=O)C1)c1cccc(S(=O)(=O)N2CCOCC2)c1 (centres undefined)
    2%	4%	?	?	-3%	2%
> CCc1cccc(-n2nnc(S(=O)(=O)c3ccc(OC)cc3)c2C)c1
    /	/	19%	-35	6%	/
> CC12CCC(=O)N1C(C(=O)NNC(=O)c1ccc(Cl)cc1)CS2 (centres undefined)
    -11%[11.6 µM]	1%	-6%	-2	1%	/
> Cc1ccc(NC(=S)N(CCN(C)C)C(C)c2cccnc2)cc1 (centres undefined)
    -2%	-19%	-3%	-25	-3%	-7%

Retrieved by compound from the list above:
Every second line gives: AMA1-RON2 inh	HCV inhibitor	AmpC inh detg	HCMV inh	Sm TGR inh	Giardia FBPA inh
> CCc1cccc(-n2nnc(S(=O)(=O)c3ccc(OC)cc3)c2C)c1
    /	/	19%	-35	6%	/
> Cc1nc(-c2ccccn2)nc(SCC(=O)c2ccc(F)cc2)c1Cl
    85%[activator]	?	5%	?	7%	5%
> CC[C@@](C)(NS(=O)(=O)OCC(Cl)(Cl)Cl)c1ccccc1
    8%	7%	?	?	7%	12%
> CCCCCCCCCC(=O)N[C@@H]1c2cc(OC)c(OC)cc2C[C@H]1O
    4%	-13%	/	-10	/	/
> O=C(NC1CCS(=O)(=O)C1)c1cccc(S(=O)(=O)N2CCOCC2)c1 (centres undefined)
    2%	4%	?	?	-3%	2%

Assay outcomes: PubChem BioAssay, National Center for Advancing Translational Sciences (NCATS)
